Mtb UGM inh = inhibitors of M. tuberculosis UDP-galactopyranose mutase | P9WIQ1 | purified UGM, fluorescence polarization probe displacement | inhibition, % at 10 µM | 0.06% of 320,000 active; in the data active means inhibition above about 10%, passing the limit was not always enough; inconclusive means no clear call, values can overlap the other calls
Target sequence (P9WIQ1 whole entry, looked up): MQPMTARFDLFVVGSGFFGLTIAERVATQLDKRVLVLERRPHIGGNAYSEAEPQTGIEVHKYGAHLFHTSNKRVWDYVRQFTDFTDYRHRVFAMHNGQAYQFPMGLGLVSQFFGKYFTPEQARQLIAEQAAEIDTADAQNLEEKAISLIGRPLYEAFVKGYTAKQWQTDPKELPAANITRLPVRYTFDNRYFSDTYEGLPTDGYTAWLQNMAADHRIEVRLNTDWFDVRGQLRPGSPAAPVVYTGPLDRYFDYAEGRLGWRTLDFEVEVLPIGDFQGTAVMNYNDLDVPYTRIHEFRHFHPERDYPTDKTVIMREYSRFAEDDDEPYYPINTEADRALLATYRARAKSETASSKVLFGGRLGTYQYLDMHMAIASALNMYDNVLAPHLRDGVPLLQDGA
FadD28 binding = M. tuberculosis FadD28 bisubstrate binding inhibition; FadD28 bisubstrate probe binding, fluorescence polarization; inhibition, % at 12.5 µM; 0.22% of 360,000 active; AID 588549; in the data active means inhibition above about 8.5%, passing the limit was not always enough; inconclusive means no clear call, values can overlap the other calls
BioA inh = blocks M. tuberculosis BioA enzyme activity; purified M. tuberculosis BioA enzyme, plate reader; inhibition, % at 9.99 µM; 0.096% of 360,000 active; in the data active means inhibition above about 40%; inconclusive means no clear call, values can overlap the other calls
GDH-TPI counter = counter-screen for M. tuberculosis FBA inhibitors: GDH-TPI coupled enzymes; AID 588335; GDH-TPI coupled enzyme counterscreen, NADH absorbance; 1.2% of 360,000 active; inhibition, % at 4.8 µM; in the data active means inhibition above about 30%;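 further: 0% = DMSO wells and 100% = wells lacking the enzyme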
BoNT-A LC inh2 = inhibitors of Botulinum neurotoxin A light chain protease. multiplex microsphere protease substrate cleavage, flow cytometry. inhibition, % at 10 µM. 0.17% of 360,000 active; further: plate controls were buffer without enzyme for full effect and enzyme alone for no effect
FBA Mtb inh = inhibitors of M. tuberculosis fructose-bisphosphate aldolase. 2.3% of 360,000 active. inhibition, % at 1 µM. purified M. tuberculosis FBA, fluorescence read-out. AID 588726. P9WQA3; in the data active means inhibition above about 27%;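 further: 0% = vehicle and 100% = reference inhibitor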
Target sequence (P9WQA3 whole entry, looked up): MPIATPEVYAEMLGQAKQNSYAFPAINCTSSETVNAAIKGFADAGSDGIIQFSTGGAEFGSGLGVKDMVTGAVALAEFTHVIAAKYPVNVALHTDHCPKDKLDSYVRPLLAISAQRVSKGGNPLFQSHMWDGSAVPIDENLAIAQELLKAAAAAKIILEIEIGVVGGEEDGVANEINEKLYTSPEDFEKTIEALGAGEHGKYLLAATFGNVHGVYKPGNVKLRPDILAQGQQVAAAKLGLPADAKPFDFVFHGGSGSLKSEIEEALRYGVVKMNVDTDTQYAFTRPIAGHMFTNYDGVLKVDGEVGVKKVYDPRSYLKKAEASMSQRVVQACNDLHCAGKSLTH
PfHsp40 rescue = restores yeast growth despite PfHsp40 toxicity | S. cerevisiae expressing PfHsp40, growth rescue, ATP luminescence | growth rescue, % at 12.5 µM | 0.68% of 340,000 active | AID 504582; in the data active means growth rescue above about 28%, passing the limit was not always enough; inconclusive means no clear call, values can overlap the other calls;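 further: yeast W303a lacking pdr1 and pdr3 grown in galactose medium; growth measured after three days at 30 °C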
BoNT-F LC inh = blocks Botulinum neurotoxin F light chain protease; 0.22% of 360,000 active; inhibition, % at 10 µM; Multiplex microsphere protease cleavage assay, flow cytometry; in the data active means inhibition above about 35%, passing the limit was not always enough; inconclusive means no clear call, values can overlap the other calls; further: plate controls were buffer without enzyme for full effect and enzyme alone for no effect
Anthrax LF prot = inhibitors of Bacillus anthracis lethal factor protease. P15917. multiplex microsphere protease cleavage assay, LF. inhibition, % at 10 µM. 0.12% of 360,000 active; further: plate controls were buffer without enzyme for full effect and enzyme alone for no effect
* marks the source's active call; other numbers are inactive results; ? = inconclusive; . = no result given; & = joins results of further samples. Unless noted, no stated cut-off is given here; in the data, active means inhibition above about 30%; inconclusive means no clear call, values can overlap the other calls; inactive means below that.

SMILES	Mtb UGM inh	FadD28 binding	BioA inh	GDH-TPI counter	BoNT-A LC inh2	FBA Mtb inh	PfHsp40 rescue	BoNT-F LC inh	Anthrax LF prot
COCCn1nnnc1C(C(C)C)N1CCCC(C)C1 (stereo unspecified)	6.7	-0.6	1.2	-3	-4.1	6	-0.1	-9	-4
Cc1ccc(NC(=S)N(CCCN(C)C)Cc2cc3cc4c(cc3[nH]c2=O)OCO4)cc1	-1.2	-0.6	.	22	1.8	22	-0.9	4	4
Cc1cc(C)nc(SCC(=O)N/N=C/C=C/c2ccccc2)n1	0.6	-4.5	.	12	0.1	-4	-2.1	0	0
Cc1cccc(NC(=O)CN(C)C(=O)C2CCCC2)c1C	-0.5	.	-0.7	8	-1.8	2	-1.3	-7	2
Cc1ccccc1NS(=O)(=O)c1ccc(F)cc1	-2.5	-1.1	-0.3	4	2.5	-1	-1.1	4	-2
CCN(CC)CC(=O)NCc1cc(-c2ccc(OC)cc2)no1	0.6	-0.1	-0.7	7	-0.7	2	-1.3	-13	-1
CC(C)NC(=O)N(C)C[C@@H]1Oc2c(NC(=O)Nc3ccccc3)cccc2C(=O)N([C@H](C)CO)C[C@H]1C	0.0	-2.0	-0.2&1.4	0	0.3	-1	-0.4	-2	1
CC[C@]12C(=O)N(C)C[C@H]([C@@H]3C(=O)N(C)C(=O)[C@@H]31)N2C(=O)c1ccccc1	.	-1.3	-1.7	14	0.3	4	0.9	-9	-5
CCOc1ccc(S(=O)(=O)N2CCOCC2)cc1NC(=O)CSCc1ccc(C)cc1	-1.7	-1.9	0.5	-4	0.0	0	1.5	-2	-2
COc1cc(Cl)ccc1OC1(C)CCN(Cc2c(F)cccc2F)C1 (stereo unspecified)	.	-0.4	1.3	8	-0.4	1	.	-1	-3
Clc1cccc(OCCN2CCOCC2)c1	1.2	-1.3	0.1	6	0.1	-1	-0.2	-3	-2
CCOC(=O)N1CCN(C(=O)CCCn2c(=S)[nH]c3ccsc3c2=O)CC1	-0.3	-0.1	.	2	-0.4	1	1.4	3	4
CC(C)(C)C(=O)N1CCn2c1nc1ccccc12	-1.0	0.9	-0.2	12	0.1	1	-0.1	-8	-1
CC(C)C1=NN2C(=N)CC(=O)N=C2S1	-0.3	0.2	-1.5	1	-0.9	2	-0.8	-13	-2
CC(NC(=O)CCc1nnc(C2(c3ccc(Cl)cc3)CCC2)o1)C1CC1 (stereo unspecified)	-1.9	0.2	.	-1	0.1	2	-0.2	-2	2
O=C(NCCNC(=O)Oc1cccc2ccccc12)Oc1cccc2ccccc12	.	-3.1	-0.4	2	1.2	5	-0.6	-3	-1
COc1ccc(-c2nc(CS(=O)CC(=O)NCc3cccnc3)c(C)o2)cc1 (stereo unspecified)	1.6	0.7	-1.6	8	0.1	2	13	-7	-11
O=C(NCC1(N2CCCCC2)CCCCC1)C1CC(=O)N(c2ccc3c(c2)OCCO3)C1 (stereo unspecified)	1.0	-4.4	-3.1	-7	1.6	-1	-0.3	-11	-4
COC(=O)c1cc(C(=O)OC)cc(N2C(=O)CC(NNC(=O)c3ccc(C)cc3)C2=O)c1 (stereo unspecified)	-1.9	-0.4	.	4	0.0	-3	-1.0	-8	0
O=C1CSC(c2cccnc2)N1CCc1ccccn1 (stereo unspecified)	-1.1	-1.2	.	7	-0.4	-3	-0.3	?	9
COc1ccc(NC(=O)CN2C(=O)C(c3ccccc3)=NC23CCCCCC3)cc1	2.3	-3.8	0.7	-8	0.3	-1	0.9	-5	0
Cc1cc(C)cc(N(CC(=O)NC2CCCC2)C(=O)CCC(=O)Nc2cc(C)ccn2)c1	0.2	0.4	0.1	8	-2.2	-1	-0.6	-2	2
Cc1ccc(Nc2nnc(SC(C)C(=O)NC3CC3)s2)cc1 (stereo unspecified)	1.9	-0.1	5.3	-2	-0.6	2	0.5	-9	-2
Oc1ccc(N2CCN(c3nnnn3-c3ccccc3)CC2)cc1	0.1	0.8	-0.2	-4	-0.6	2	-1.4	-7	-5
O=C(CSc1nnc(-c2ccncc2)o1)N1CCc2ccccc2C1	2.5	-3.1	4.3	-4	-2.0	5	0.0	-2	-6
The list continues:
SMILES	Mtb UGM inh	FadD28 binding	BioA inh	GDH-TPI counter	BoNT-A LC inh2	FBA Mtb inh	PfHsp40 rescue	BoNT-F LC inh	Anthrax LF prot
Cc1ccc(CC(=O)N2CCN(Cc3ccccc3)CC2)cc1	3.5	-3.5	.	-2	0.2	0	0.8	0	-2
N=C1C2=C3Sc4ccccc4N3CCCC2=NN1c1cccc(S(=O)(=O)O)c1	0.1	0.4	1.2	24	-0.6	4	-0.1	-13	4
Cc1ccc(NC(=O)c2cc([N+](=O)[O-])ccc2N2CCOCC2)cc1S(=O)(=O)N(C)C	-0.4	1.2	-4.9	42*	0.4	-1	1.8	-5	4
CCc1ccccc1NC(=O)Cn1ccn(-c2ccc(OC)cc2)c(=O)c1=O	0.9	0.8	2.5	4	2.5	0	-0.5	2	2
CCOC(=O)N1CCN(CC(=O)Nc2c(C(=O)OC)[nH]c3cccc(Cl)c23)CC1	-1.9	1.6	.	14	?	4	0.1	4	0
Cc1nc(Cc2nnc(SCc3nc(N)nc(Nc4ccccc4C)n3)o2)cs1	-1.2	-2.4	-3.8	9	0.4	0	-0.1	-5	0
COc1ccc(NC(=S)Nc2cccc(C(C)=O)c2)cc1OC	-3.1	-4.2	.	-2	3.7	1	-1.0	36*	-1
COC(=O)C(C)n1cnc2c(nnn2-c2ccc(C)cc2)c1=O (stereo unspecified)	-2.2	0.3	-1.2	4	-1.2	0	-0.4	-3	-7
CC1CCCN(Cc2ccc(OCc3ccccc3)cc2)C1 (stereo unspecified)	-1.0	-1.7	-0.3	-1	-0.2	6	-1.8	-10	3
O=C(Nc1ccc(F)cc1)C(=O)C1C(=O)Nc2ccccc21 (stereo unspecified)	-1.7	-0.1	-1.1	4	-1.4	2	0.4	-4	0
COc1ccc(N(Cc2cc3ccc(C)cc3[nH]c2=O)S(=O)(=O)c2ccccc2)cc1	2.2	-1.7	0.9	-4	0.2	5	-0.4	3	-12
NC(=O)CC(NC(=O)Cc1ccc(Br)cc1)c1ccc(N2CCc3ccccc3C2)c([N+](=O)[O-])c1 (stereo unspecified)	-2.7	-4.3	1.4	3	-0.6	0	0.7	-8	-9
CCc1ccccc1NS(=O)(=O)c1ccc2[nH]cc(C(=O)NCc3ccco3)c(=O)c2c1	2.9	-2.5	-1.5	-3	-2.2	1	1.0	?	-2
Cc1cccc(N2CCN(C(=O)CCCCCn3c(=S)[nH]c4ccc(N5CCOCC5)cc4c3=O)CC2)c1C	0.5	-0.5	1.1	20	3.0	4	-0.2	7	-3
CS(=O)(=O)N1CC(C(=O)O)Oc2ccc(CC(=O)O)cc21 (stereo unspecified)	-1.2	1.9	.	-1	-0.9	-5	0.6	0	-2
CC(=O)NN1C(=O)c2ccccc2NC1c1ccccc1O (stereo unspecified)	0.7	-0.2	-1.0	8	-1.2	25	-1.0	-23	-14
Cc1ccc(OCCCCn2cnc3ccccc32)c(C)c1	3.1	-0.6	-1.3	6	0.4	2	4.3	-4	-14
CN(C)S(=O)(=O)c1cccc(CSCc2cccc(S(=O)(=O)N(C)C)c2)c1	-0.2	2.5	0.6	0	-3.3	1	-0.7	-2	2
O=C(O)C1C2C=CC(O2)C1C(=O)NC1CCCc2ccccc21 (stereo unspecified)	-1.2	-1.3	.	-10	-0.4	4	-1.5	-1	1
Cc1cccc(C(=O)Nc2ccc(N3CCN(S(C)(=O)=O)CC3)cc2)c1	-1.1	-0.3	.	11	-0.5	2	-0.9	-1	3
Cc1ccc(NC(=O)C(=O)NNC(=O)c2cccs2)cc1	-0.2	-0.5	.	9	-1.8	-1	-0.2	-4	-7
O=C(O)[C@H]1NC[C@H]2C[C@H]21	1.3	1.1	4.8	-1	-1.3	0	9.9	-7	-6
C[C@H](CO)N1C[C@H](C)[C@@H](CN(C)S(=O)(=O)c2cccc(C#N)c2)OCc2cn(nn2)CCCC1=O	.	0.5	-0.7	-2	-0.5	2	.	-6	2
CSC1=NN(c2ccccc2)CN(c2ccccc2)N1C	.	0.0	-0.7	-6	-0.2	-1	.	-4	-3
CCCc1nnc(NC(=O)CCC(=O)N2CCN(CCOc3ccc(C)cc3)CC2)s1	0.0	-4.3	1.4	-15	-0.4	3	0.0	-1	-4

Quoted at random: 4 compounds from above
SMILES	Mtb UGM inh	FadD28 binding	BioA inh	GDH-TPI counter	BoNT-A LC inh2	FBA Mtb inh	PfHsp40 rescue	BoNT-F LC inh	Anthrax LF prot
COC(=O)C(C)n1cnc2c(nnn2-c2ccc(C)cc2)c1=O (stereo unspecified)	-2.2	0.3	-1.2	4	-1.2	0	-0.4	-3	-7
CCCc1nnc(NC(=O)CCC(=O)N2CCN(CCOc3ccc(C)cc3)CC2)s1	0.0	-4.3	1.4	-15	-0.4	3	0.0	-1	-4
COc1ccc(N(Cc2cc3ccc(C)cc3[nH]c2=O)S(=O)(=O)c2ccccc2)cc1	2.2	-1.7	0.9	-4	0.2	5	-0.4	3	-12
N=C1C2=C3Sc4ccccc4N3CCCC2=NN1c1cccc(S(=O)(=O)O)c1	0.1	0.4	1.2	24	-0.6	4	-0.1	-13	4

Next part:
SMILES	Mtb UGM inh	FadD28 binding	BioA inh	GDH-TPI counter	BoNT-A LC inh2	FBA Mtb inh	PfHsp40 rescue	BoNT-F LC inh	Anthrax LF prot
Nc1nc(-c2ccccc2)cn1N	-6.1	-4.4	0.3	3	0.0	2	0.6	-7	-1
CCOc1c(Br)cc(C(N)=O)cc1OCc1ccccc1	-1.1	-30	.	-1	3.0	-1	-0.9	36*	-1
N#CCC(=O)N/N=C\c1cc(Br)ccc1OC/C=C/c1ccccc1	-1.6	-3.4	-2.5	13	0.3	1	-0.2	-2	-2
C/C=C\C=C/C(=O)Nc1cccc(C2=NOC3(C2)C[C@@H](C(N)=O)N(C(=O)[C@H]2CCC(=O)N2)C3)c1 (stereo partly specified)	3.1	-1.4	1.7	14	0.4	2	0.5	-12	0
Cc1ccccc1N(CC(=O)NCCc1ccccc1)C(=O)c1csnn1	0.7	-0.7	0.9	5	-2.5	1	1.0	-2	-5
CCc1c(C)nc(N2CCN(c3ccccc3)CC2)[nH]c1=O	4.7	-1.9	-1.4	10	5.0	-1	0.3	?	3
Cc1cc2c(c(=O)n1CCCn1ccnc1)C(c1ccco1)C(C#N)=C(N)O2 (stereo unspecified)	1.1	0.8	39	16	1.4	21	0.8	0	0
CC(C)CN(CCCNC(=O)CC1Oc2ccccc2NC1=O)CC(C)C (stereo unspecified)	-3.6	-1.4	0.7	-8	0.5	-2	-1.4	1	3
CCn1cc(CNCc2cn[nH]c2-c2cc3ccccc3o2)cn1	-1.1	0.2	.	7	-0.9	3	0.7	-7	-11
NC(=O)CC(NSc1ccccc1[N+](=O)[O-])C(=O)O (stereo unspecified)	1.7	-3.2	-1.1	11	-0.5	8	7.6	-8	-3
Cc1ccc(C)c(S(=O)(=O)N2CCCOC2CNC(=O)C(=O)NCc2cccs2)c1 (stereo unspecified)	-0.3	0.1	0.3	-7	-0.7	-3	-0.2	-2	-11
Cc1cc(C)c(C#N)c(SCc2ccc([N+](=O)[O-])cc2)n1	0.9	-3.1	.	2	0.2	2	0.2	-1	-3
CCc1cc(C(=O)OC)c(NC(=O)CSc2nccn2C)s1	2.0	-0.1	2.0	11	1.0	0	-0.9	-2	5
Cc1cccc2cc(CN(Cc3ccco3)S(=O)(=O)c3ccc4c(c3)OCCO4)c(=O)[nH]c12	1.4	-1.9	1.6	11	-0.9	2	0.6	-8	-6
CC(C)[C@H](NC(=O)[C@@H]1Cc2ccccc2CN1C(=O)OC(C)(C)C)C(=O)NCc1ccco1	-1.7	-1.4	-2.4	6	1.8	3	0.0	2	0
CCCC(=O)Nc1ccc(-c2ccc(NC(=O)CCC)cc2)cc1	1.5	0.2	-1.4	0	-1.2	-5	0.0	-7	-2
C/C(=N/NC(=O)C(O)(c1ccccc1)c1ccccc1)c1ccc([N+](=O)[O-])o1	-3.3	-2.8	.	9	0.6	0	0.6	3	1
CCOc1ccc(S(=O)(=O)N2CCCC2)cc1	2.6	0.0	-0.6	2	-0.1	1	0.2	4	1
CNC(=O)c1cc2cc(Cl)cc(OC)c2oc1=O	-2.2	-3.9	.	1	0.4	1	0.1	-5	0
